Exocytosis inh: blocks lytic granule exocytosis; TALL-104 LAMP-1 surface exposure, flow cytometry; cells stimulated with thapsigargin and PMA; inhibition, % at 10 µM; actives 0.66% (n = 360,000);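 active = inhibition above about 55%, limit read from the data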
N-glyco inh: blocks N-linked glycosylation in D54 reporter cells; D54 ERlucT glycosylation luciferase reporter, 24 h; percent of 100 nM tunicamycin response; reporter increase, % at 12.5 µM; actives 0.23% (n = 360,000);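 active = mean luciferase reporter signal, scaled so untreated is 0 and the glycosylation-blocking control 100, at or above a set limit in every replicate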;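 also: luciferase carries N-glycosylation sites so blocking glycosylation raises the light; 0% = median of neutral control wells and 100% = median of 100 nM tunicamycin wells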
MC4R antagonist: blocks human MC4R cAMP signaling; inhibition, % at 6.5 µM; actives 0.48% (n = 360,000); MC4R-expressing cells, MTII-stimulated cAMP, LANCE TR-FRET; P32245;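 active = inhibition above its plate's cutoff, the mean of tested wells on that plate plus 3 SD, cut at about 29% in these data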;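 also: 0% = Melanotan II alone and 100% = Melanotan II plus saturating MCL0020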
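System: U2OS-MC4R stable cell line; Technique: Eu-cAMP/anti-cAMP TR-FRET, emission 671 nm; Repeats: single well per compound; Also added: Melanotan II; Dosing: one concentration, 6.5 µM nominal; Schedule: 30-min compound, 1-h challenge, 1-h detection, room temperature.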
MC4R barr agon: human MC4R agonism via beta-arrestin. activation, % at 8.9 µM. AID 540308. U2OS MC4R beta-arrestin complementation, luminescence; percent of melanotan II response, DMSO zero. actives 0.98% (n = 360,000). P32245;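 active = activation above a per-plate cutoff, the mean activation of sample wells on that plate plus 3 SD, cut at about 8% in these data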
H9c2 protect: protects H9c2 cardiomyocytes from peroxide injury. H2O2 injury protection, ATPLite, 2 h. actives 0.63% (n = 360,000). protection from H2O2 cell death, % at 20 µM. AID 588492;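 active = compounds giving at least 50% protection of heart cells from peroxide-induced death in the single-dose screen, raw or plate-pattern-corrected value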;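 also: 0% = DMSO wells with peroxide and 100% = DMSO wells without peroxide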
HTR2A ag: agonists of mouse serotonin 5-HT2A receptor (HTR2A). CHO-K1 mHTR2A beta-arrestin complementation, luminescence; percent of 30 µM serotonin response. activation, % at 7.6 µM. actives 0.66% (n = 360,000);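 active = activation above a run cutoff, the mean activation of all tested compounds plus 3 SD, cut at about 14% in these data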;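 also: 0% = plate median of compound wells and 100% = 30 µM serotonin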
ABCB6 inh MLPCN: blocks the human ABCB6 transporter | fluorescence ratio to DMSO, % at 10 µM | actives 0.19% (n = 360,000) | K562-ABCB6 porphyrin accumulation, flow cytometry, 1 h; active compounds read low | Q9NP58;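 active = fluorescence ratio to DMSO below 75%, the collection mean minus 3 SD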;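 also: signal is porphyrin accumulated inside mitochondria; 100% equals median channel fluorescence of DMSO control wells; lower ratio means ABCB6 inhibition with less porphyrin fluorescence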
CaV13 ICDI inh: Primary screen for inhibitors of IQ motif and Ca2+-dependent inactivation inhibitor domain binding in CACNA1D, Förster resonance energy transfer in living cells, …; HEK cells, CFP/YFP FRET ICDI-IQ, plate reader, 10 min; percent FRET-ratio fall versus neutral wells; inhibition, % at 12.3 µM; actives 0.098% (n = 340,000); AID 743397;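 active = mean replicate inhibition of at least 30% and at least 1% of replicates passing that level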;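 also: 0% = median of the neutral control wells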
ABHD5-PLIN5 inh: inhibitors of human ABHD5-perilipin-5 interaction | Split G. princeps luciferase complementation, luminescence, 4 h | inhibition, % at 4 µM | actives 0.78% (n = 360,000);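 active = inhibition above the mean inhibition across every tested compound plus 3 SD, cut at about 22% in these data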;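 also: 0% = DMSO only wells and the 100% control is not disclosed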
Target sequence (Q00G26 whole entry, looked up): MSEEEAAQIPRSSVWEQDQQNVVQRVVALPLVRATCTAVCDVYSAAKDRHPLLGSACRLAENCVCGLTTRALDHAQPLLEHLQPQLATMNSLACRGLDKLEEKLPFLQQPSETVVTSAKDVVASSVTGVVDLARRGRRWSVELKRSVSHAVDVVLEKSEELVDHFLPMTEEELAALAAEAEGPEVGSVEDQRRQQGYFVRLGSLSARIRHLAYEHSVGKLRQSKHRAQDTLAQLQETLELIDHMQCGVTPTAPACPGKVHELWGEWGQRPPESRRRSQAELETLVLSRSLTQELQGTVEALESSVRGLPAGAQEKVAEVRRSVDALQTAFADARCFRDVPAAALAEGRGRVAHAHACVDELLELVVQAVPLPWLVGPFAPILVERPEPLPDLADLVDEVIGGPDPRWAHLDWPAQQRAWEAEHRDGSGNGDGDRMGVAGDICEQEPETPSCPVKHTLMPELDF
Target sequence (Q8WTS1 whole entry, looked up): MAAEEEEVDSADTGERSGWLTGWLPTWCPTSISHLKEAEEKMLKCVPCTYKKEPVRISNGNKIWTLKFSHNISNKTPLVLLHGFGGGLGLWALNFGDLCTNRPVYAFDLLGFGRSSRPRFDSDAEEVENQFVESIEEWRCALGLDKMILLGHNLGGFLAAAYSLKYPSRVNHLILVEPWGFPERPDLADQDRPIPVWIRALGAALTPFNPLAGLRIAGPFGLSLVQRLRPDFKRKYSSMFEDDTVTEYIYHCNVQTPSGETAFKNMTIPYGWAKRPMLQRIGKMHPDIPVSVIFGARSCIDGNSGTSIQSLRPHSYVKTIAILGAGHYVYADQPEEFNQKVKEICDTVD
PDI inh: PDI (human) enzyme inhibition; P07237; PDI insulin aggregation turbidity, A650, 90 min; inhibition, % at 10 µM; actives 0.052% (n = 350,000); AID 588391;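 active = mean inhibition across replicates of 30% or more, whatever share of single replicates reach that level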;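 also: absorbance from insulin aggregation driven by PDI reduction with DTT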
Starred values were filed as active, the others as inactive; / = no result given.

SMILES	Exocytosis inh	N-glyco inh	MC4R antagonist	MC4R barr agon	H9c2 protect	HTR2A ag	ABCB6 inh MLPCN	CaV13 ICDI inh	ABHD5-PLIN5 inh	PDI inh
CCCNC(=O)c1onc(CSc2nc3ccccc3[nH]2)c1C(=O)NCCC	-4	2	5	-2.1	0	-1	94	-6	1	7
CCOC(=O)Cc1nc2ccccc2n(CC#N)c1=O	0	3	8	-2.0	16	-1	105	-38	1	1
CC(=O)Oc1ccccc1C(=O)Oc1ccccc1C(=O)O	-4	1	6	0.6	0	-4	101	-5	-6	-5
CC(=O)Nc1ccc(N(C(=O)CNC(=O)c2cccs2)C(C(=O)NCC2CCCO2)c2ccccc2)cc1 (stereo unspecified)	33	4	-2	0.9	-6	-6	101	-2	2	-7
CCOC(=O)C1=NN(c2ccc(C)cc2)CC1C(=O)OC (stereo unspecified)	0	1	0	-1.1	3	-1	106	-4	-1	7
CC(=O)c1cccc(NC(=O)c2ccc(N(C)S(=O)(=O)c3ccc(C)cc3)cc2)c1	5	-1	10	2.1	14	0	87	-2	17	-7
COc1cccc(CN(C)C(=O)CCN(c2ccccc2)S(=O)(=O)c2ccc(C)cc2)c1OC	-8	-2	6	-0.4	4	-1	85	-6	-6	0
COC(=O)Nc1ccc(S(=O)(=O)N2CCC(C(=O)N(C)C3CCCCC3)CC2)cc1	-1	0	6	-3.4	0	2	91	-4	-1	8
O=C(C1CCC(=O)N1Cc1cccnc1)N1CCN(c2ccc(F)cc2)CC1 (stereo unspecified)	-3	-1	13	0.6	8	10	93	-7	-3	5
Cc1onc(-c2ccccc2)c1C(=O)NCc1ccc(Cl)cc1	11	-1	26	0.8	-2	-13	96	-4	2	3
Cc1cc(C)nc(SCC(=O)Nc2nonc2N)n1	0	0	7	-3.6	-1	-2	94	-2	0	-4
COc1ccc(OC)c(-n2cnc3cc(C(=O)O)ccc32)c1	0	-1	3	0.9	-8	0	96	-3	-1	-1
Cc1cc(C(=O)Nc2cccnc2Cl)on1	0	2	14	-0.3	1	-1	96	-4	-1	-5
Cc1ccc(C)c(C(O)c2ncc(-c3ccccc3Cl)[nH]2)c1 (stereo unspecified)	1	1	-2	-1.2	-9	-3	100	-7	-6	-3
C1CCN2C[C@@H]3C[C@@H](CN4CCCC[C@@H]34)[C@H]2C1	-2	-1	5	-0.3	2	-6	98	-5	-11	-1
O=C(O)c1ccccc1C(=O)Nc1ccc(Br)c2cccnc12	-4	3	9	-3.2	0	1	96	-4	-4	-1
Cc1cc(C(c2ccc(O)cc2)c2cc(C)c(O)cc2C)c(C)cc1O	13	2	6	-1.2	18	-1	97	-3	4	3
C/C(NCc1cccnc1)=C(\C#N)C(=O)NCc1ccccc1	4	1	6	0.7	4	2	103	-3	6	-1
CCOC(=O)C1CCCN(C(=O)c2cccc3ccccc23)C1 (stereo unspecified)	-2	3	16	0.4	-2	17*	106	-3	2	0
COc1ccc([N+](=O)[O-])cc1NC(=O)C(C)OC(=O)c1ccccc1C(=O)c1ccc(Cl)cc1 (stereo unspecified)	2	0	10	-1.5	-5	-5	99	-19	5	3
Cc1cc(-c2ccccc2)nc2cc(C(N)=O)nn12	1	1	-2	-0.3	7	2	6.0*	/	6	-1
COc1ccc(-c2coc3c(C)c4oc(=O)c(CCC(=O)O)c(C)c4cc23)cc1	12	4	21	1.3	-6	-2	97	/	6	52*
COc1ccc(CC(=O)N(C)CC(=O)Nc2c(C)cccc2C)cc1S(=O)(=O)N1CCOCC1	-7	-2	3	-0.8	6	-4	100	-5	-6	-7
CCOCC(=O)Nc1cccc(C(=O)OCC)c1	-2	0	4	-0.5	1	1	96	-1	1	-4
CC1(c2ccccc2)NC(=O)N(CC(=O)Nc2ccc(Cl)c(S(=O)(=O)N3CCCCC3)c2)C1=O (stereo unspecified)	-2	1	9	-1.0	-3	-3	98	-2	-7	-2
COc1cccc(C(=O)N2CCC(C(=O)NCc3ccco3)CC2)c1	19	1	6	-0.9	-1	14	99	-2	-2	7
CCOCCCn1c(SCC(=O)Nc2cccc(S(=O)(=O)NC3=NCCCCC3)c2)nc2ccccc2c1=O	-4	-2	22	0.1	4	-3	96	12	3	2
CCNc1nc(Oc2ccc(=O)n(-c3ccccc3)n2)nc(N2CCOCC2)n1	5	3	1	-1.1	1	5	121	/	-2	15
C[N+](C)(C)CCOC(=O)C1(c2ccccc2)CCCC1	2	2	-2	-0.4	4	3	104	0	-5	4
CCOCCCNC(=O)C(NC(=O)Cc1cccs1)c1ccccc1 (stereo unspecified)	-1	1	3	-1.9	9	0	98	/	-3	4
CCN1C(=O)[C@@H]2C(C(=O)c3cnccn3)=NN[C@@H]2C1=O	14	-2	0	-1.6	2	-6	97	-6	-7	-6
Cc1ccc(C(=O)N/C(=C\c2ccco2)C(=O)N2CCCCC2)cc1	12	1	5	-1.1	3	-5	91	-4	1	-10
CS(=O)(=O)c1ccc(Cl)c(NC(=O)CCNC(=O)c2ccco2)c1	-1	-1	-2	-5.0	5	-1	95	-6	1	-2
CCOC(=O)Oc1ccc2c(=O)c(Oc3cccc(C)c3)coc2c1	1	4	1	-1.7	-1	-2	92	-7	3	-7
CC(C)(C)c1ccc(CC(=O)N2CCC2(C)C(=O)NCc2cccs2)cc1 (stereo unspecified)	18	1	6	-0.1	-5	-4	96	-12	-10	-3
COc1ccc(S(=O)(=O)NCC(c2cccnc2)N2CCN(Cc3ccccc3)CC2)cc1C (stereo unspecified)	-6	-1	5	-3.2	-2	-5	97	-6	-1	-7
OC[C@@H]1CN(Cc2cccc(C(F)(F)F)c2)C[C@H](n2cnc3c(NCc4ccc(F)cc4)ncnc32)O1	-9	-1	9	4.2	-11	12	92	-2	2	-12
Cc1ccccc1C(=O)NCCNC(=O)c1ccco1	-2	1	-4	0.8	0	0	101	-2	3	3
Cc1nc(=O)c(-c2ccccc2)c(C)n1CC1CCCO1 (stereo unspecified)	-2	3	3	0.9	-2	4	85	-5	5	-5
CC(C)Cn1cc(C(=O)N2CCN(c3ccccn3)CC2)c2c3ccccc3n(C)c2c1=O	1	1	-44	-0.6	16	-4	89	-4	0	-2
CCOC(=O)C1(C)CCCN(C(=O)c2ccc(F)cc2Cl)C1 (stereo unspecified)	1	2	1	-2.1	-3	-4	98	-7	-6	2
C(=N\Nc1ccccn1)/c1ccc(N2CCOCC2)cc1	1	-7	6	-0.8	-9	2	104	-7	2	-3
O=C(NCCc1ccccn1)c1cc(-c2ccccc2Cl)nc2ccccc12	-8	0	12	0.0	0	-4	97	-6	-3	-5
O=C(NC1CCCCC1)c1ccc(CN2CCOCC2)cc1	-2	2	-5	-1.6	-2	-2	103	-6	5	1
O=C(CSc1nccn1-c1ccccc1)N1CCc2ccccc21	4	-1	7	-1.8	-2	-3	95	-1	5	-3
CCN1C(=O)C2(C(C#N)=C(N)Oc3c2c(C)nn3-c2ccccc2)c2ccccc21 (stereo unspecified)	-2	-3	-1	-2.5	-10	4	96	-7	-4	-6
C[C@@H]1CN([C@H](C)CO)C(=O)CCCn2nncc2CO[C@H]1CN(C)C(=O)Nc1cccc2ccccc12	-2	2	1	0.4	-7	0	100	-4	2	-6
Cc1sc2nc(CSCC(=O)N(C)c3ccccc3)[nH]c(=O)c2c1C	-1	15	-1	-1.0	66*	0	110	-3	-13	5
CCOC(=O)c1cc(C(=O)NC(C)c2ccccc2)c(=O)[nH]c1C (stereo unspecified)	4	2	11	1.3	4	0	102	1	-3	-2
COc1cccc(OC)c1OCC(O)CN1CCN(c2ccc(F)cc2)CC1 (stereo unspecified)	2	1	3	-2.5	-4	-7	93	-4	-3	-22
Fc1cccc(Cl)c1CSc1nnc(COc2cccc3cccnc23)o1	-3	-2	3	-0.9	-7	-1	102	-8	5	2
O=C(Nc1cccc(NC(=O)c2cccs2)c1)c1ccc([N+](=O)[O-])o1	25	59*	14	-1.6	17	0	99	-14	2	-1
Nc1nnc(CC(=O)N/N=C/c2ccc(-c3ccc(F)cc3)o2)s1	3	1	-5	0.9	-5	0	102	-4	-3	2
Cc1cccc(S(=O)Cc2ccc(C(=O)N3CCOCC3)o2)c1 (stereo unspecified)	-1	1	4	-2.1	6	-7	99	-14	1	-5

Among those listed so far, these contain a furan ring, fused or not.
SMILES	Exocytosis inh	N-glyco inh	MC4R antagonist	MC4R barr agon	H9c2 protect	HTR2A ag	ABCB6 inh MLPCN	CaV13 ICDI inh	ABHD5-PLIN5 inh	PDI inh
COc1ccc(-c2coc3c(C)c4oc(=O)c(CCC(=O)O)c(C)c4cc23)cc1	12	4	21	1.3	-6	-2	97	/	6	52*
COc1cccc(C(=O)N2CCC(C(=O)NCc3ccco3)CC2)c1	19	1	6	-0.9	-1	14	99	-2	-2	7
Cc1ccc(C(=O)N/C(=C\c2ccco2)C(=O)N2CCCCC2)cc1	12	1	5	-1.1	3	-5	91	-4	1	-10
CS(=O)(=O)c1ccc(Cl)c(NC(=O)CCNC(=O)c2ccco2)c1	-1	-1	-2	-5.0	5	-1	95	-6	1	-2
Cc1ccccc1C(=O)NCCNC(=O)c1ccco1	-2	1	-4	0.8	0	0	101	-2	3	3
O=C(Nc1cccc(NC(=O)c2cccs2)c1)c1ccc([N+](=O)[O-])o1	25	59*	14	-1.6	17	0	99	-14	2	-1
Nc1nnc(CC(=O)N/N=C/c2ccc(-c3ccc(F)cc3)o2)s1	3	1	-5	0.9	-5	0	102	-4	-3	2
Cc1cccc(S(=O)Cc2ccc(C(=O)N3CCOCC3)o2)c1 (stereo unspecified)	-1	1	4	-2.1	6	-7	99	-14	1	-5

One compound at a time (already shown). Order of screens: Exocytosis inh, N-glyco inh, MC4R antagonist, MC4R barr agon, H9c2 protect, HTR2A ag, ABCB6 inh MLPCN, CaV13 ICDI inh, ABHD5-PLIN5 inh, PDI inh
Entry for `CCN1C(=O)C2(C(C#N)=C(N)Oc3c2c(C)nn3-c2ccccc2)c2ccccc21` (stereo unspecified) = -2, -3, -1, -2.5, -10, 4, 96, -7, -4, -6
Entry for `O=C(CSc1nccn1-c1ccccc1)N1CCc2ccccc21` = 4, -1, 7, -1.8, -2, -3, 95, -1, 5, -3
